AMA1-RON2 inh – disrupts binding of P. falciparum AMA1 to RON2; AlphaScreen AMA1-biotinylated RON2 peptide binding; Potency, µM (series often up to 58.2 µM), without a hit: top-dose activity change, negative = inhibition, actives largely listed as inhibitors; 360,000 compounds, 0.2% hits;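 note: potency is the fitted concentration of half-maximal effect; 0% = vehicle wells and -100% = peptide control; nearly all actives have a fitted effect of over 45% in size; some results filed as inactive show a strong effect at the top dose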
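AMA1 (3D7) with his tag at 25 nM final met compounds first, then biotinylated RON2 peptide at 25 nM; detection used donor plus acceptor beads, 10 µg/mL apiece, read by AlphaScreen after 30 min at room temperature.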
HCMV antiviral – blocks human cytomegalovirus replication; HFF cells, HCMV-luciferase reporter, 72 h; active compounds read low; activity change, negative = inhibition, % at 57.5 µM; 410,000 compounds, 4.5% hits; in the data active = activity change below about -60%; inconclusive = no clear call, values can overlap the other calls; inactive = above about -39%
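Inhibition of viral replication was scored as loss of reporter luminescence in HFFs infected with HCMV-luciferase (MOI 1 PFU/cell) for 72 h; compounds tested at 2 doses, normalized to buffer and Salinomycin controls.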
Tb PYK inh – T. brucei pyruvate kinase inhibition; Q57TT1; TbPYK enzyme, Kinase-Glo Plus ATP luminescence, 45 min; Potency, µM (doses to about 76.8 µM), for inactives: top-dose activity, negative = inhibition, most hits filed as inhibitors; 410,000 compounds, 0.12% hits; AID 624173; note: potency is the fitted concentration of half-maximal effect; nearly all actives have a fitted effect of over 50% in size
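Luminescent Kinase-Glo Plus end-point after 45 min room-temperature reaction of T. brucei pyruvate kinase started with 130 uM ADP (final). Buffer TEA 50 mM pH 7.2 with KCl, MgCl2, BSA, Tween-20; titration-based qHTS with fitted concentration-effect curves.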
LmPK inhibitor – inhibitors of Leishmania mexicana pyruvate kinase; Q27686; purified LmPK, Kinase-Glo ATP luminescence, 1 h; Potency, µM (highest dose often 57.5 µM), for inactives: top-dose activity change, negative = inhibition, hits mostly inhibitors; 290,000 compounds, 0.37% hits; AID 1721; note: potency is the fitted concentration of half-maximal effect
Target sequence (Q27686 whole entry, looked up): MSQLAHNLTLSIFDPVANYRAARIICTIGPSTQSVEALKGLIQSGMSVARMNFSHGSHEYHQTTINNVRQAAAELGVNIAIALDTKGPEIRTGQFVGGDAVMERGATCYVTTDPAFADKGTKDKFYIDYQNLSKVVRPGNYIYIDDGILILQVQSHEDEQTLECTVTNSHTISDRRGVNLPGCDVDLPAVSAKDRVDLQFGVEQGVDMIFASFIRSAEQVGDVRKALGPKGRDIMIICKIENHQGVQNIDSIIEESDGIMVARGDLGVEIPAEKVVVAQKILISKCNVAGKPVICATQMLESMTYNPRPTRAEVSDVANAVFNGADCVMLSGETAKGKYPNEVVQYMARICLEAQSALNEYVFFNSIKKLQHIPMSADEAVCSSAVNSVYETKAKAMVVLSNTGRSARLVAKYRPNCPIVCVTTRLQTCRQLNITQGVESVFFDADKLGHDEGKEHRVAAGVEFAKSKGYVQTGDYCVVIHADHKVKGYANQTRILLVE
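qHTS format; LmPK 0.1 nM; substrates PEP 0.5 mM and ADP 0.1 mM. One-hour room-temperature incubation, then coupled luciferase luminescence; 0.5 nM enzyme wells mark activation.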
AmpC detergent – inhibitors of E. coli AmpC beta-lactamase with detergent. P00811. AmpC hydrolysis of nitrocefin, absorbance 480 nm, 0.01% Triton. Potency, µM (highest dose often 114 µM), inactives show at the highest dose activity change, negative = inhibition, actives largely listed as inhibitors. 370,000 compounds, 0.041% hits;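 note: potency is the fitted concentration of half-maximal effect; 0% = no-compound wells and -100% = no-enzyme wells; nearly all actives have a fitted effect of over 25% in size; some results filed as inactive show a strong effect at the top dose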
Target sequence (P00811 whole entry, looked up): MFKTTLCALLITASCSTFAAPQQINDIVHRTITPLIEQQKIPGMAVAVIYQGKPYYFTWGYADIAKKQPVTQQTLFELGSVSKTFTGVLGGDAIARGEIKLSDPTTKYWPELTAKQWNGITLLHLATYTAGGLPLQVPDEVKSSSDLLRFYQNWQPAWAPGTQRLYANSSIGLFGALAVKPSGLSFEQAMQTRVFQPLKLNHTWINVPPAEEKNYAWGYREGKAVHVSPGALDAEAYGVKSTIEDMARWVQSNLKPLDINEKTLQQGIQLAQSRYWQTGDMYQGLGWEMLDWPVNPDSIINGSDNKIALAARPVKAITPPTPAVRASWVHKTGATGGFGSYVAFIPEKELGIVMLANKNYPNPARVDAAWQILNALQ
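AmpC (5.3 nM in the dispensed reagent) in 20 mM phosphate pH 7.0 with 0.01% (detergent screen) or 0.0001% Triton X-100 was preincubated with compounds for 15 min at room temperature. Nitrocefin was then added from an 800 uM solution, and hydrolysis was followed at 480 nm.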
AmpC no deterg – blocks E. coli AmpC beta-lactamase in detergent-free assay. AmpC nitrocefin hydrolysis, absorbance 480 nm, 0.0001% Triton. 330,000 compounds, 0.52% hits. AID 485341. P00811. Potency, µM (series often up to 57.1 µM), inactives show top-dose activity change, negative = inhibition, usual class: inhibitors;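 note: potency is the fitted concentration of half-maximal effect; plate controls were no compound for no effect and no enzyme for full effect; nearly all actives have a fitted effect of over 20% in size; some results filed as inactive show a strong effect at the top dose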
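AmpC (5.3 nM in the dispensed reagent) in 20 mM phosphate pH 7.0 with 0.01% (detergent screen) or 0.0001% Triton X-100 was preincubated with compounds for 15 min at room temperature. Nitrocefin was then added from an 800 uM solution, and hydrolysis was followed at 480 nm.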
HCV inh – HCV inhibition; Huh7.5.1 HCVcc-Cre infection, luciferase reporter, 44 h; Potency, µM (top dose mostly 41.8 µM), for the others: at the highest dose activity change, negative = inhibition, hits mostly inhibitors; 340,000 compounds, 3.4% hits; AID 651820; note: potency is the fitted concentration of half-maximal effect
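HCVcc-Cre virus at an moi near 0.5 was added right after compound to cells cultured 4 h from seeding (1,000 cells/well). Luciferase activity was determined 44 h later, 15 min after substrate addition at RT.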
Starred values were filed as active, the others as inactive; ? = inconclusive; / = no result given; & = joins results of further samples; [ ] = dose if it differs, or a comment. Unless noted, calls come from the whole dose curve; as a rule, active = well fitted curve in the direction sought with a large enough effect; inconclusive = small, poorly fitted or top-dose-only effect, or another doubt; inactive = no such curve, though single readings can be large; an effect the other way counts as inactive or inconclusive. Unless noted, % is set by controls: 0 for no effect and ±100 for the full control effect.

Short forms – A = AMA1-RON2 inh; B = HCMV antiviral; C = Tb PYK inh; D = LmPK inhibitor; E = AmpC detergent; F = AmpC no deterg; G = HCV inh
C[C@H](CO)N1C[C@H](C)[C@@H](CN(C)C(=O)Nc2ccc(C(F)(F)F)cc2)Oc2ccc(NC(=O)CCC(F)(F)F)cc2C1=O
  A: 15.9%	B: 4.5	C: -0.7%	D: /	E: /	F: 189.8%[activator]	G: -31.9%

Cc1cc(Nc2ncc(Cl)cc2Cl)n[nH]1
  A: 40.8%[activator]	B: 36.3	C: 4.3%	D: 1.1%	E: ?	F: -18.9%	G: -23.1%

COCCC(=O)N1CCC(Oc2ccc(C(=O)NCCc3cn[nH]c3)cc2)CC1
  A: 0.0%	B: -27.4	C: -0.3%	D: -2.6%	E: -2.1%	F: 2.3%	G: 7.0%

CC1(C)CC(=O)C=C(N=CC2=C(O)CC(C)(C)CC2=O)C1
  A: -2.9%	B: 12.3	C: -7.3%	D: -1.7%	E: -5.3%	F: /	G: -3.0%

Cc1ccccc1C(=O)NC(=S)N(Cc1ccccc1)c1ccccn1
  A: -4.3%	B: -1.7	C: 0.9%	D: /	E: /	F: -24.4%	G: 9.5%

C=CCNC(=O)/C(C#N)=C/c1ccc(OS(=O)(=O)c2ccc(C)cc2)c(OC)c1
  A: 1.5%[2.32 µM]	B: -98.6*	C: -10.3%	D: 3.5%	E: -12.9%	F: -1.9%	G: 12.6%

CCOc1cc(NC(=O)c2cccs2)c(OCC)cc1NC(=O)CCC(=O)NCc1ccccn1
  A: 13.1%	B: -26.5	C: 3.0%	D: 1.1%	E: 7.4%	F: 14.9%	G: -13.4%

CCN(CC)Cc1ccccc1Sc1ccccc1
  A: -21.9%	B: -30.6	C: -1.8%	D: -1.5%	E: -7.1%	F: -3.7%	G: ?

Cc1ccc(S(=O)(=O)Nc2ccncc2)c(C)c1N(C)S(=O)(=O)c1ccc(Cl)cc1
  A: -1.7%	B: 0.2	C: -7.1%	D: 2.0%	E: 1.3%	F: 16.7%	G: -3.9%

COc1cccc(OC2OC3COC(C)(C)OC3C(O)C2NC(C)=O)c1 (stereo not drawn)
  A: 7.9%	B: -24.0	C: -3.2%	D: -2.1%	E: -14.2%	F: -1.2%	G: 12.1%

CC1CCN(S(=O)(=O)c2ccc(C(=O)NCc3cccnc3)cc2)CC1
  A: -9.8%	B: -29.9	C: -8.3%	D: 2.5%	E: 3.9%	F: -16.6%	G: -4.9%

O=C(COC(=O)Cc1c(F)cccc1Cl)Nc1nnc(-c2ccccc2)o1
  A: 55.5%[activator]	B: -15.5	C: -11.5%	D: /	E: -6.4%	F: -17.4%	G: 23.7%

CN(C)c1cccc(NC2=CC(=[N+]3CCOCC3)CC(C)(C)C2)c1
  A: -15.3%	B: 47.5	C: 1.1%	D: -8.7%	E: 1.8%	F: -0.2%	G: 7.9%

C=CCNC(=O)/C(C#N)=C/c1ccccc1[N+](=O)[O-]
  A: 4.6%	B: 22.6	C: 8.1%	D: -0.2%	E: ?	F: -0.7%	G: 1.6%

O=C(N/N=C/c1cn(Cc2cccc(F)c2)c2ccccc12)c1cc(O)cc(O)c1
  A: 25.1µM*	B: 4.5	C: 1.2%	D: 14.9%	E: ?	F: 12.6µM*	G: 36.5%[activator]

CCOc1cc(C2NC(=O)c3c(sc4c3CCN(C)C4)N2)ccc1OC(=O)c1ccc(Br)cc1 (stereo not drawn)
  A: /	B: 1.5	C: 4.1%	D: /	E: -5.4%	F: /	G: /

COCCCNC(=O)c1c(NC(=O)c2cc(=O)c3ccccc3o2)sc2c1CCCC2
  A: /	B: -3.1	C: -2.7%	D: /	E: 6.9%	F: /	G: /

Cc1ccc(CCNC(=O)c2c(C)nn(-c3ccc(F)cc3)c2-n2cccc2)cc1
  A: /	B: 0.2	C: -0.5%	D: /	E: 19.0%	F: /	G: /

Cn1c(=O)n(C)c2cc(NC(=O)COc3ccc(Cl)cc3)ccc21
  A: -8.0%	B: 37.1	C: -3.3%	D: 2.2%	E: -7.8%	F: 20.4%	G: ?

CC(NC(=O)CCc1nc2cc(S(=O)(=O)N3CCOCC3)ccc2n1C)c1ccc(S(N)(=O)=O)cc1 (stereo not drawn)
  A: -7.3%	B: 4.7	C: 1.3%	D: -10.6%	E: -8.6%	F: -1.1%	G: 4.7%

Part of the list above, with two lines to a compound.
The line under a structure holds: AMA1-RON2 inh	HCMV antiviral	Tb PYK inh	LmPK inhibitor	AmpC detergent	AmpC no deterg	HCV inh
Cc1ccc(S(=O)(=O)Nc2ccncc2)c(C)c1N(C)S(=O)(=O)c1ccc(Cl)cc1
  -1.7%	0.2	-7.1%	2.0%	1.3%	16.7%	-3.9%
COc1cccc(OC2OC3COC(C)(C)OC3C(O)C2NC(C)=O)c1 (stereo not drawn)
  7.9%	-24.0	-3.2%	-2.1%	-14.2%	-1.2%	12.1%
CC1CCN(S(=O)(=O)c2ccc(C(=O)NCc3cccnc3)cc2)CC1
  -9.8%	-29.9	-8.3%	2.5%	3.9%	-16.6%	-4.9%
O=C(COC(=O)Cc1c(F)cccc1Cl)Nc1nnc(-c2ccccc2)o1
  55.5%[activator]	-15.5	-11.5%	/	-6.4%	-17.4%	23.7%
CN(C)c1cccc(NC2=CC(=[N+]3CCOCC3)CC(C)(C)C2)c1
  -15.3%	47.5	1.1%	-8.7%	1.8%	-0.2%	7.9%
C=CCNC(=O)/C(C#N)=C/c1ccccc1[N+](=O)[O-]
  4.6%	22.6	8.1%	-0.2%	?	-0.7%	1.6%
O=C(N/N=C/c1cn(Cc2cccc(F)c2)c2ccccc12)c1cc(O)cc(O)c1
  25.1µM*	4.5	1.2%	14.9%	?	12.6µM*	36.5%[activator]
CCOc1cc(C2NC(=O)c3c(sc4c3CCN(C)C4)N2)ccc1OC(=O)c1ccc(Br)cc1 (stereo not drawn)
  /	1.5	4.1%	/	-5.4%	/	/
COCCCNC(=O)c1c(NC(=O)c2cc(=O)c3ccccc3o2)sc2c1CCCC2
  /	-3.1	-2.7%	/	6.9%	/	/
Cc1ccc(CCNC(=O)c2c(C)nn(-c3ccc(F)cc3)c2-n2cccc2)cc1
  /	0.2	-0.5%	/	19.0%	/	/
Cn1c(=O)n(C)c2cc(NC(=O)COc3ccc(Cl)cc3)ccc21
  -8.0%	37.1	-3.3%	2.2%	-7.8%	20.4%	?
CC(NC(=O)CCc1nc2cc(S(=O)(=O)N3CCOCC3)ccc2n1C)c1ccc(S(N)(=O)=O)cc1 (stereo not drawn)
  -7.3%	4.7	1.3%	-10.6%	-8.6%	-1.1%	4.7%

Additional records follow.
Short forms – A = AMA1-RON2 inh; B = HCMV antiviral; C = Tb PYK inh; D = LmPK inhibitor; E = AmpC detergent; F = AmpC no deterg; G = HCV inh
O=C(c1cccc(S(=O)(=O)N2CCCC2)c1)N1CCN(c2ncccn2)CC1
  A: 5.6%	B: 70.8	C: 5.6%	D: 1.4%	E: ?	F: 7.0%	G: 9.6%

CN1CCN(C(=O)CNC(=O)Cc2ccc(Cl)cc2)CC1
  A: 3.4%	B: -3.6	C: -2.6%	D: -3.5%	E: 5.3%	F: -3.3%	G: 21.9%

CN(C1CCCCC1)S(=O)(=O)c1ccc(C(=O)Nc2sc3c(c2C(N)=O)CC(C)(C)NC3(C)C)cc1
  A: -6.3%	B: ?	C: 3.2%&0.8%	D: 1.0%	E: -4.3%&6.7%	F: 97.1%[activator]	G: -7.0%

Cc1cc(Cl)c(S(=O)(=O)N2CCN(c3ccccc3)CC2)cc1OCC(N)=O
  A: 13.3%	B: -33.7	C: 6.2%	D: -3.0%	E: -6.2%	F: 64.4%[activator]	G: -7.1%

CCC(Sc1nc2ncccc2[nH]1)C(=O)N1CCOCC1 (stereo not drawn)
  A: -4.6%	B: 31.3	C: -1.1%	D: -0.6%	E: -3.3%	F: -16.8%	G: 8.8%

O=C(CN1CCCC1)Nc1ccccc1Cl
  A: 0.0%	B: -4.3	C: 7.5%	D: 2.6%	E: -1.5%	F: -3.2%	G: 9.2%

CC(O)CNc1cnccn1 (stereo not drawn)
  A: -23.3%	B: 6.5	C: -23.2%	D: 0.1%	E: 9.5%	F: -33.6%	G: -12.5%

CCOc1ccc(S(=O)(=O)NCCc2csc3nc(-c4cccc(C)c4)nn23)cc1
  A: /	B: -8.5	C: -3.4%	D: /	E: 1.3%	F: /	G: /

CCN(CC)C(=O)c1sc2nc(-c3ccccn3)[nH]c(=O)c2c1C
  A: 8.6%	B: -31.2	C: -11.9%	D: /	E: /	F: /	G: -5.9%

COc1ccc(CNC(=O)c2ccc[nH]2)cc1Cl
  A: -5.3%	B: -17.2	C: 2.6%	D: 1.7%	E: 4.8%	F: -15.8%	G: 6.6%

COC(=O)c1ccccc1S(=O)(=O)N1CCC(C(=O)OC(C)C(=O)Nc2ccc(NC(C)=O)cc2)CC1 (stereo not drawn)
  A: 0.0%	B: ?	C: 13.6%	D: -5.5%	E: -7.0%	F: 32.8%	G: 22.0%

O=C(CSc1nc(COc2ccccc2)nc2ccccc12)NC1CCCC1
  A: 10.7%	B: -39.9	C: 2.9%	D: 2.7%	E: -2.4%	F: -6.0%	G: 3.2%

CCOC(=O)NNC(=S)Nc1c(C)n(C)n(-c2ccccc2)c1=O
  A: 0.7%	B: 0.0	C: -9.7%	D: 3.0%	E: 2.0%	F: 9.9%	G: 20.3%

NC(=O)c1ccc(-c2csnn2)cc1
  A: 9.3%	B: 21.3	C: -18.0%	D: 1.9%	E: 3.0%	F: -15.5%	G: 12.9%

Screening data (PubChem)
